Mtb BioA inh = inhibitors of Mycobacterium tuberculosis BioA enzyme; inhibition, % at 9.99 µM; purified M. tuberculosis BioA enzyme, plate reader; 0.096% of 360,000 active; in the data active means inhibition above about 40%; inconclusive means no clear call, values can overlap the other calls
Rv3671c inh = inhibitors of M. tuberculosis serine protease Rv3671c; P9WHR9; inhibition, % at 5.96 µM; 0.048% of 320,000 active; AID 2606; in the data active means inhibition above about 38%;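 further: extracellular domain of Rv3671c used as enzyme; 0% = enzyme with DMSO and 100% = no enzyme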
Target sequence (P9WHR9 whole entry, looked up, the tested form may be a part): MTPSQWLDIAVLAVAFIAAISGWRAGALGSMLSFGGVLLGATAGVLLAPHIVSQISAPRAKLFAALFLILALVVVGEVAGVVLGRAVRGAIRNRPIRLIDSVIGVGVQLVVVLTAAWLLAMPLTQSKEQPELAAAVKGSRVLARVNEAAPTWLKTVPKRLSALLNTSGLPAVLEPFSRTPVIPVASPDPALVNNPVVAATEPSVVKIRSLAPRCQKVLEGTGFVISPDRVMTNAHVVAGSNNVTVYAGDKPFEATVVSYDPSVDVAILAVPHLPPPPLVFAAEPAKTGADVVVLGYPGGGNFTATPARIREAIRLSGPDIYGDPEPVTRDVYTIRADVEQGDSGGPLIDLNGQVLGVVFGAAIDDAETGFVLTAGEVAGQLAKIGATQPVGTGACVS
GDH-TPI inh = GDH-TPI coupled enzyme inhibition counter-screen; GDH-TPI coupled enzyme counterscreen, NADH absorbance; inhibition, % at 4.8 µM; 1.2% of 360,000 active; AID 588335; in the data active means inhibition above about 30%;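 further: 0% = DMSO wells and 100% = wells lacking the enzyme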
FBA Mtb inh = inhibitors of M. tuberculosis fructose-bisphosphate aldolase; P9WQA3; purified M. tuberculosis FBA, fluorescence read-out; inhibition, % at 1 µM; 2.3% of 360,000 active; AID 588726; in the data active means inhibition above about 27%;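 further: 0% = vehicle and 100% = reference inhibitor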
Mtb UGM inh = Mtb UDP-galactopyranose mutase inhibition | 0.06% of 320,000 active | AID 504406 | purified UGM, fluorescence polarization probe displacement | inhibition, % at 10 µM; in the data active means inhibition above about 10%, passing the limit was not always enough; inconclusive means no clear call, values can overlap the other calls
Target sequence (P9WIQ1 whole entry, looked up): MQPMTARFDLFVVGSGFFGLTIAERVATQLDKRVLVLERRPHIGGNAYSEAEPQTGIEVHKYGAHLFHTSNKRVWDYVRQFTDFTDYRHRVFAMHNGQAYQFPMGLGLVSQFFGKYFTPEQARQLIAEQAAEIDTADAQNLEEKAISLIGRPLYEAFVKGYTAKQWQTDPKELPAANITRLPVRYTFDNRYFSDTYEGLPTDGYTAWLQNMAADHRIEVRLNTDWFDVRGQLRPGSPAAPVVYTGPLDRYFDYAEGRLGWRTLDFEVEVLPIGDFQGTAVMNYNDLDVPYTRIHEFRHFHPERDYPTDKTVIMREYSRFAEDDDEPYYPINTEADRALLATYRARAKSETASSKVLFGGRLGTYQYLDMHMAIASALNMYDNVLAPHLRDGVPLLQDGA
PrPC surface inh = cell surface PrPC inhibition, primary TR-FRET screen; P04156; TR-FRET read-out; inhibition, % at 13.8 µM; 0.43% of 370,000 active; AID 720596; in the data active means inhibition above about 24%; further: 0% = median of the test wells and 100% = reference compound wells
BoNT F protease = BoNT F light chain protease inhibition; Multiplex microsphere protease cleavage assay, flow cytometry; 0.22% of 360,000 active; AID 588497; inhibition, % at 10 µM; in the data active means inhibition above about 35%, passing the limit was not always enough; inconclusive means no clear call, values can overlap the other calls; further: plate controls were buffer without enzyme for full effect and enzyme alone for no effect
MazEF act = activators of E. coli MazEF toxin-antitoxin RNase | 0.32% of 350,000 active | activation, % at 20 µM | FAM/BHQ RNA-DNA oligo cleavage fluorescence, 5 h | AID 504720 | P0AE70; in the data active means activation above about 50%
Target sequence (P0AE70 whole entry, looked up): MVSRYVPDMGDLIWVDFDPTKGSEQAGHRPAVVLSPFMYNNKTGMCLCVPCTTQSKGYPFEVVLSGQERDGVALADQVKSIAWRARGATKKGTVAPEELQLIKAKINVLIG
FadD28 binding = inhibitors of Mycobacterium tuberculosis FadD28 bisubstrate binding; FadD28 bisubstrate probe binding, fluorescence polarization; inhibition, % at 12.5 µM; 0.22% of 360,000 active; in the data active means inhibition above about 8.5%, passing the limit was not always enough; inconclusive means no clear call, values can overlap the other calls
Numbers without * were called inactive; ? = inconclusive; . = no result given; & = joins results of further samples.

SMILES	Mtb BioA inh	Rv3671c inh	GDH-TPI inh	FBA Mtb inh	Mtb UGM inh	PrPC surface inh	BoNT F protease	MazEF act	FadD28 binding
CCN(CC)c1ccc(NC(=O)c2cc3c(OC)cccc3[nH]2)cc1	1.6	14	11	0	-2.8	8	-44	26	-2.9
O=C(CCNc1ccc(Cc2ccncc2)cc1)c1cccc([N+](=O)[O-])c1	.	4	14	2	-0.4	-3	-1	8	-0.3
CN(C)c1nc(N/N=C/c2ccccc2O)nc(Nc2ccc(F)cc2)n1	.	4	4	6	0.6	9	-12	1	-3.5
COc1ccccc1N=C1NC(=O)/C(=C/c2ccc(N(C)C)cc2)S1	-2.1	-1	9	-14	-12	-4	17	46	0.5
COc1ccccc1N=c1oc2c(OC)cccc2cc1C(=O)NCc1ccco1	-0.2	-8	2	3	1.4	.	1	69*	-3.5
O=C(c1cccc(F)c1)N1CCN(Cc2ccco2)CC1	.	-5	-2	-2	2.0	2	0	5	-3.3
O=C(O)C1CCN(S(=O)(=O)c2cccc3cccnc23)CC1	-0.2	-9	4	0	-1.1	0	-4	0	-2.5
Cc1cc(Br)ccc1OCC(=O)N1CCCCCC1	1.5	3	-2	1	0.7	-2	-1	-1	-4.7
N=c1c2c(n(Cc3ccc(F)cc3)c3c1CCC3)CCC2	.	-2	3	3	2.1	5	-10	10	0.7
CC(=O)NC1=NN(C(C)=O)C(C)(c2ccc(Cl)s2)S1 (stereo not given)	-1.5	-11	-2	1	2.3	17	-15	-3	-10
Cc1cc(C(=O)Cn2cncn2)c(C)n1CCc1ccc(F)cc1	-2.6	0	1	1	1.3	8	2	5	-6.0
O=C1CC(c2ccc(F)cc2)CC2=C1C=Nc1ccccc1N2 (stereo not given)	.	5	-1	-7	0.1	13	4	3	0.4
CCOc1ccc(NC(=S)NN2C(C)CCCC2C)cc1 (stereo not given)	-0.7	2	2	1	-1.7	-1	2	3	-6.2
CC(C)(C)NC(=O)NC(=O)CN1CCCCC1	.	7	5	1	-0.7	-7	-10	5	-0.1
CC(=O)/C(=N/Nc1ccccc1[N+](=O)[O-])N1CCCc2ccccc21	1.0	10	2	-5	1.3	-4	-34	9	-4.3
O=C(c1cccc(S(=O)(=O)NCc2ccccc2)c1)N1CCN(c2ccccc2)CC1	1.0	-7	4	0	-0.2	13	3	3	-1.1
Cc1ccc(O)c(NC(=O)c2noc3c2CCc2ccccc2-3)c1	.	8	10	1	1.1	9	-2	8	1.0
C[C@@H]1CCCCO[C@H](CN(C)S(=O)(=O)c2cn(C)cn2)[C@H](C)CN([C@@H](C)CO)C(=O)c2cc(NC(=O)c3ccccc3)ccc2O1	0.2&0.5	.	-4	-1	.	0	-3	3	-2.8
CCOc1ccc(N(CC(=O)NC2CCCC2)C(=O)c2ccc(C)s2)cc1	1.5	-15	1	-3	1.2	1	-4	0	-0.3
Cc1cc(OCc2nnc(SCC(=O)O)n2-c2ccccc2)ccc1Cl	3.5	9	-15	2	1.5	-2	14	7	0.7

Part of the list above, bar-delimited.
Structure | Mtb BioA inh | Rv3671c inh | GDH-TPI inh | FBA Mtb inh | Mtb UGM inh | PrPC surface inh | BoNT F protease | MazEF act | FadD28 binding
CCN(CC)c1ccc(NC(=O)c2cc3c(OC)cccc3[nH]2)cc1 | 1.6 | 14 | 11 | 0 | -2.8 | 8 | -44 | 26 | -2.9
O=C(CCNc1ccc(Cc2ccncc2)cc1)c1cccc([N+](=O)[O-])c1 | . | 4 | 14 | 2 | -0.4 | -3 | -1 | 8 | -0.3
CN(C)c1nc(N/N=C/c2ccccc2O)nc(Nc2ccc(F)cc2)n1 | . | 4 | 4 | 6 | 0.6 | 9 | -12 | 1 | -3.5
COc1ccccc1N=C1NC(=O)/C(=C/c2ccc(N(C)C)cc2)S1 | -2.1 | -1 | 9 | -14 | -12 | -4 | 17 | 46 | 0.5
COc1ccccc1N=c1oc2c(OC)cccc2cc1C(=O)NCc1ccco1 | -0.2 | -8 | 2 | 3 | 1.4 | . | 1 | 69* | -3.5
O=C(c1cccc(F)c1)N1CCN(Cc2ccco2)CC1 | . | -5 | -2 | -2 | 2.0 | 2 | 0 | 5 | -3.3
O=C(O)C1CCN(S(=O)(=O)c2cccc3cccnc23)CC1 | -0.2 | -9 | 4 | 0 | -1.1 | 0 | -4 | 0 | -2.5
Cc1cc(Br)ccc1OCC(=O)N1CCCCCC1 | 1.5 | 3 | -2 | 1 | 0.7 | -2 | -1 | -1 | -4.7
N=c1c2c(n(Cc3ccc(F)cc3)c3c1CCC3)CCC2 | . | -2 | 3 | 3 | 2.1 | 5 | -10 | 10 | 0.7
CC(=O)NC1=NN(C(C)=O)C(C)(c2ccc(Cl)s2)S1 (stereo not given) | -1.5 | -11 | -2 | 1 | 2.3 | 17 | -15 | -3 | -10
Cc1cc(C(=O)Cn2cncn2)c(C)n1CCc1ccc(F)cc1 | -2.6 | 0 | 1 | 1 | 1.3 | 8 | 2 | 5 | -6.0
O=C1CC(c2ccc(F)cc2)CC2=C1C=Nc1ccccc1N2 (stereo not given) | . | 5 | -1 | -7 | 0.1 | 13 | 4 | 3 | 0.4
CCOc1ccc(NC(=S)NN2C(C)CCCC2C)cc1 (stereo not given) | -0.7 | 2 | 2 | 1 | -1.7 | -1 | 2 | 3 | -6.2
CC(C)(C)NC(=O)NC(=O)CN1CCCCC1 | . | 7 | 5 | 1 | -0.7 | -7 | -10 | 5 | -0.1
CC(=O)/C(=N/Nc1ccccc1[N+](=O)[O-])N1CCCc2ccccc21 | 1.0 | 10 | 2 | -5 | 1.3 | -4 | -34 | 9 | -4.3
O=C(c1cccc(S(=O)(=O)NCc2ccccc2)c1)N1CCN(c2ccccc2)CC1 | 1.0 | -7 | 4 | 0 | -0.2 | 13 | 3 | 3 | -1.1
Cc1ccc(O)c(NC(=O)c2noc3c2CCc2ccccc2-3)c1 | . | 8 | 10 | 1 | 1.1 | 9 | -2 | 8 | 1.0

The list continues:
SMILES	Mtb BioA inh	Rv3671c inh	GDH-TPI inh	FBA Mtb inh	Mtb UGM inh	PrPC surface inh	BoNT F protease	MazEF act	FadD28 binding
CCCCNC(=O)CSc1nc2ccsc2c(=O)n1C1CCN(C(=O)OCC)CC1	1.7	5	-6	-1	0.7	-1	-13	-3	-1.9
OC(COc1ccc2ccccc2c1)CN1CCOCC1 (stereo not given)	0.6	3	-1&4	-1&-5	-1.3	-4&-3	-3&-1	-2&-2	-3.4&-2.2
Cc1ncc([N+](=O)[O-])n1Cc1ccc(Br)cc1	.	-11	2	4	-0.5	-5	-4	8	-1.9
CCOC(=O)C(C#N)c1ccccn1 (stereo not given)	-0.8	3	18	2	1.7	-1	4	0	-2.6
CC1(C)OC2OC(COC(=O)c3ccc([N+](=O)[O-])cc3)C3OC(C)(C)OC3C2O1 (stereo not given)	.	5	2	0	1.9	-5	-18	5	0.5
CS(=O)(=O)c1nc(S(=O)(=O)c2ccc(Cl)cc2)c(N2CCCCC2)s1	-0.9	0	10	1	1.9	2	18	7	-0.6
CCOc1ccc(Br)cc1C(=O)N/N=C/c1cccnc1	11	-3	20	7	2.3	-6	-2	11	0.6
CCCOC1CCCN(C(=O)c2ccc(OC3CCN(C(=O)CCOC)CC3)cc2)C1 (stereo not given)	0.0	0	-5	2	-1.2	2	7	5	0.6
O=C(NC1CCCC1)c1c(O)nc2sccn2c1=O	-0.4	7	2	-2	-1.3	1	6	6	-0.3
COC(=O)c1ccc(NC(=O)NCCCl)cc1	0.9	8	-1	0	1.2	4	4	-5	0.8
COc1ccc(NC(=O)C2CCCN(CCCc3ccccc3)C2)cc1OCC(C)C (stereo not given)	3.0	17	18	0	1.8	-18	-43	10	-2.9
CCOC(=O)C1(C)CCN1C(=O)c1csnn1 (stereo not given)	0.0	.	9	0	.	0	-2	.	-0.4
C/C(C=O)=C/c1ccccc1	-4.1	1	4	1	-0.6	-5	3	-5	-0.1
CC1(c2ccc3ccccc3c2)NC(=O)N(CC(=O)N2CCN(S(=O)(=O)c3ccccc3F)CC2)C1=O (stereo not given)	-1.4	-3	1	3	1.2	2	10	-3	-1.8
CCOC(=O)Cc1nnc2c(Nc3ccc(Cl)cc3)nc3nonc3n12	-0.8	-26	25	-2	-2.4	-7	-15	11	-0.2
CC1c2ccccc2N(S(=O)(=O)c2ccccc2)C1C (stereo not given)	2.3	.	-16	-1	.	5	-3	1	-2.4
COc1ccccc1C(CNC(=O)c1ccc(-c2ccccc2Cl)o1)N1CCCC1 (stereo not given)	.	2	-9	4	0.9	-3	12	11	-7.3
Cc1ccc(S(=O)(=O)/N=C2\C=C(NS(=O)(=O)c3ccccc3)C(=O)c3ccccc32)c(C)c1	-0.9	.	6	-1	.	4	-13	-5	-2.1
COc1ccc(Nc2oc(COc3ccc(Cl)cc3)nc2C#N)cc1	-0.7	2	-2	3	2.5	7	6	5	-2.8
COc1cccc(-c2c(C(=O)N/N=C(\C)c3cccnc3)nnn2-c2nonc2N)c1	4.8	1	2	3	-0.6	3	-1	7	-4.1
Cc1ccc(OCc2nnc(SCC(=O)Nc3cccc4ccccc34)n2-c2ccccc2)cc1	-0.6	-26	-2	0	-2.3	7	-11	-15	-1.3
COc1ccc(CNC(=O)C2CCN(S(=O)(=O)c3cccc4nonc34)CC2)cc1	-1.2	8	-4	0	-0.3	-32	-2	0	-3.6
Cc1ccccc1Cn1ccc(NC(=O)c2cnn3cccnc23)n1	1.4	-8	12	-1	1.6	8	-6	5	-2.1
O=C(CSc1nc2ccc([N+](=O)[O-])cc2s1)c1ccc2ccccc2c1	-1.9	.	3	-2	.	4	4	-12	-0.5
CC(=O)Cc1ccccc1OCC(=O)O	-2.0	-7	5	-2	2.1	-2	-3	7	-1.7
CC(C)(C)NC(=O)C(=O)N/N=C/c1ccc(F)cc1	.	10	-1	0	0.7	-1	-7	4	-1.4
Nc1cc(N)nc(SCC(=O)NC2CCCCCCC2)n1	-0.5	.	0	-2	.	2	.	0	-1.3
CC(=O)c1ccc(NC(=O)CCCN2C(=O)C(c3ccccc3)Oc3cccnc32)cc1 (stereo not given)	16	-14	6	0	1.1	-3	-1	3	-1.9
CC(=Nc1ccccc1)C1=C(O)CC(C)(C)CC1=O	0.3	6	-4	-6	-1.7	5	-8	1	-3.3
CCCc1cc(C(=O)Nc2ccc(C(=O)c3ccc(F)cc3)cc2)n(C)n1	0.4	-28	4	-2	0.9	.	7	0	-3.2
COc1ccc(Cl)cc1NC(=O)CN(C1CCCCC1)S(C)(=O)=O	5.7	-1	2	-3	2.9	-5	-10	-5	-4.2
O=C(CSc1ncccn1)NCc1ccc(F)cc1	.	4	6	1	0.0	1	-8	-4	-0.2
O=C(CSc1nnc(-c2ccncc2)n1Cc1ccco1)Nc1ccccc1F	-0.6	1	-11	-2	0.0	-5	?	3	-5.3
CCCN(CC(=O)Nc1cccc(Br)c1)CC(=O)Nc1ccc(F)c(F)c1F	-0.1	-28	11	-5	-1.7	14	0	-2	-6.4
Cc1cc(C)cc(C(=O)OCC(=O)NCc2cccs2)c1	-1.5	9	10	-1	-5.9	4	-1	-3	-1.3
C[C@H]1CCC[C@@H](O)CCC/C=C/c2cc(O)cc(O)c2C(=O)O1	0.1	-11	-1	1	-1.5	-7	-4	3	-6.7
CCCCCSc1nnc(-c2cc(Br)ccc2N)c(=O)[nH]1	.	5	19	-1	1.2	-3	0	5	1.1
O=C1CN(C(=O)c2cc(Br)c(Br)s2)c2ccccc2N1	-0.5	-1	13	3	-2.3	3	15	4	-0.2
Cc1c(NC(=O)CN2C(=O)C(=O)c3ccccc32)c(=O)n(-c2ccccc2)n1C	.	7	1	0	3.6	-36	-5	12	0.7
O=c1[nH]c2ccccc2n1Cc1ccc(F)cc1	0.3	-1	-13	0	1.0	-6	0	14	-2.0
COc1cc(C(=O)N2c3ccccc3CC2C)cc(OC)c1OC (stereo not given)	1.4	1	3	4	-1.2	-2	?	12	-0.3
O=C1[C@@H]2C(c3ccc(F)cc3)=NO[C@@H]2C(=O)N1Cc1ccccc1	-1.6	6	-4	2	-1.3	-2	-10	2	-4.2
O=C1/C(=C/c2cccs2)Sc2ccccc21	-1.1	-8	12	-10	.	2	-4	2	-0.2
COC(=O)C1=C(C)N(c2ccccc2)C(=S)NC1c1ccccc1C(F)(F)F (stereo not given)	-0.9	0	1	2	0.5	0	-5	3	-3.2
CSCCC(NC(=O)c1ccccc1Br)C(=O)NCC(c1ccco1)N1CCCCC1 (stereo not given)	.	10	-2	1	-0.3	-8	10	-2	0.2

High-throughput results deposited in PubChem by several laboratories.
